# PHOSPHO1 inh: PHOSPHO1 (human) inhibition. Q8TCT1. recombinant PHOSPHO1, absorbance phosphatase assay. inhibition, % at 13.3 µM. hit rate 1.1% among 290,000; in the data active means inhibition above about 60%
# Target sequence (Q8TCT1 whole entry, looked up): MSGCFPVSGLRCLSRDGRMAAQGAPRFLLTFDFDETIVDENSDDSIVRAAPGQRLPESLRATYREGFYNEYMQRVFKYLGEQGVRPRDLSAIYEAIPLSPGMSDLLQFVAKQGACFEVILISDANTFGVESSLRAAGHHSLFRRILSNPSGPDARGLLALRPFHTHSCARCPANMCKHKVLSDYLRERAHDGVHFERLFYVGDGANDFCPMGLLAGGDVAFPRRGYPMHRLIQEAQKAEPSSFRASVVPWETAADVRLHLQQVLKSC
# GPR7 antag: antagonists of human GPR7 (neuropeptides B/W receptor 1). P48145. GPR7-expressing cells, fluorescence antagonist assay. inhibition, % at 4.4 µM. hit rate 1.1% among 290,000; in the data active means inhibition above about 16%, passing the limit was not always enough;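 further: cells stimulated with the agonist NPW; 0% = agonist with vehicle and 100% = vehicle without agonist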
# Target sequence (P48145 whole entry, looked up): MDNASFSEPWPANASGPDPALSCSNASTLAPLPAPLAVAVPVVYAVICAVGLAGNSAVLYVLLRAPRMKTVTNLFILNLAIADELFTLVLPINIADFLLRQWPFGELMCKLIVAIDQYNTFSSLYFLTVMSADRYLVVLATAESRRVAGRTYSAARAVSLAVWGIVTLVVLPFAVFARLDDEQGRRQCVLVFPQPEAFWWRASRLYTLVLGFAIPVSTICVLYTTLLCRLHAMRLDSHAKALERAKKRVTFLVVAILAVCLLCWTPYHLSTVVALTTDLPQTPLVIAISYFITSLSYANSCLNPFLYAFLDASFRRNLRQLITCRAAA
# IDE cell activ: activators of human insulin-degrading enzyme in cells. P14735. HEK cells, FAbeta-B cleavage, fluorescence polarization; 0% vehicle, 100% cell-free pure enzyme wells. activation, % at 5.96 µM. hit rate 0.073% among 340,000;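 active means activation above the mean of all tested compounds plus 3 SD, set per screening campaign, cut at about 17% in these data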
# VIM-2 inh: blocks Pseudomonas aeruginosa VIM-2 metallo-beta-lactamase; purified VIM-2, nitrocefin hydrolysis, epi-absorbance fluorescence; inhibition, % at 5.6 µM; hit rate 0.89% among 290,000; AID 1527;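 active means inhibition above the mean of all tested compounds plus 3 SD, cutoff set per screening run, cut at about 7.5% in these data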;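 further: red hydrolysis product quenches plate fluorescence so inhibitors raise well fluorescence; 0% = enzyme with DMSO and 100% = DMSO without enzyme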
# NALP1 inh: inhibitors of NALP1 inflammasome in yeast; S. cerevisiae NALP1/ASC/caspase-1 growth, X-gal OD620, 72 h; inhibition, % at 10 µM; hit rate 0.61% among 280,000; AID 2071; in the data active means inhibition mostly above about 24%, no sharp cut-off; inactive means mostly below about 32%; further: some compounds called inactive have numbers as strong as hits
# IMP-1 inhibitor: inhibitors of Pseudomonas aeruginosa IMP-1 metallo-beta-lactamase; purified IMP-1, nitrocefin hydrolysis, epi-absorbance fluorescence; inhibition, % at 5.6 µM; hit rate 0.45% among 290,000;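 active means inhibition above the mean plus 3 SD of all compounds in the same screening run, cut at about 4.5% in these data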;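 further: 0% = IMP-1 with DMSO and 100% = DMSO wells lacking enzyme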
#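 system = purified recombinant IMP-1 beta-lactamase | amount = 0.2 nM IMP-1, as dispensed | medium = HEPES buffer pH 7.1 with ZnSO4 and Brij 35 | times = 25 °C, 15 min preincubation, 25 min reaction | detection = plate fluorescence quenching by hydrolysis product, ex 480/em 530 nm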
# IDE inh: inhibitors of human insulin-degrading enzyme in cells | HEK cells, FAbetaB cleavage, fluorescence polarization | inhibition, % at 5.59 µM | hit rate 0.41% among 320,000;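 active means percent inhibition above the average of all tested compounds plus 3 SD, set per screening campaign, cut at about 16% in these data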;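 further: IDE supplied by intact live HEK cells; FP after avidin binding of uncleaved biotin substrate so inhibition keeps polarization high; 0% = DMSO wells and 100% = 60 µM reference IDE inhibitor Ii1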
# PfM18AAP inh: PfM18AAP enzyme inhibition. hit rate 1.2% among 290,000. AID 1822. recombinant PfM18AAP, H-Glu-NHMec fluorogenic cleavage. inhibition, % at 7.35 µM;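 active means inhibition above the campaign mean inhibition over all tested compounds plus 3 SD, cut at about 28% in these data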;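 further: 0% = plate median of test compound wells and 100% = 2 mM ZnCl2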
# p-CIP stab down: compounds decreasing mouse p/CIP protein stability | hit rate 0.01% among 290,000 | F442A p/CIP-EGFP cells, EGFP fluorescence, 16 h | decrease of EGFP signal, % at 10 µM;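 active means EGFP signal decrease of at least 30% at 10 µM or well 3 SD below plate mean, unless failing retest; inactive means the rest, including hits failing retest or dose response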; further: some compounds called inactive have numbers as strong as hits; many of its hits are not listed in these tables
# An asterisk follows results filed as active; . = not tested or not shown.
SMILES,PHOSPHO1 inh,GPR7 antag,IDE cell activ,VIM-2 inh,NALP1 inh,IMP-1 inhibitor,IDE inh,PfM18AAP inh,p-CIP stab down
C=CCN(Cc1ccc(OC)c(OC)c1)C(=O)N1CCOCC1,19.5,-11.1,2.4,-1.0,6.3,-3.8,-3.3,0.1,2.1
O=C(Cn1cnc2c(oc3nc4c(cc32)CCCC4)c1=O)Nc1cccc(Cl)c1,22.3,-8.3,-0.8,-6.0,-5.2,-3.4,8.7,-2.2,-5.7
O=C(O)/C=C/C(=O)Nc1cccc(C(F)(F)F)c1,1.6,1.2,3.2,-2.1,.,-2.5,-4.5,0.8,-9.3
CCCC[n+]1ccn(C2=C([O-])c3ccccc3C(=O)/C2=N\S(=O)(=O)c2ccc(Cl)cc2)c1,23.7,-3.4,3.9,-1.9,11.4,-5.8,-2.1,0.7,-13.3
Cc1nn(-c2ccccc2)c(C)c1NC(=O)COc1ccc(F)cc1Cl,3.2,-5.5,-0.3,-0.5,26.4,-1.6,1.6,-2.5,-5.7
Cc1ccccc1N(C)S(=O)(=O)c1nnc(NC(=O)c2ccco2)s1,12.0,-11.9,3.1,-4.9,20.1,-2.4,3.5,8.7,-5.0
COCCNC(=O)CCCn1c(=O)c2cc(OC)c(OC)cc2n(CC(=O)c2ccccc2)c1=O,-15.6,-15.8,0.7,-2.4,0.3,-2.0,-4.6,1.1,-0.2
CN1/C(=C/C2CC(=O)N(c3ccc([N+](=O)[O-])cc3)C2=O)C(C)(C)c2ccccc21 (stereo not drawn),23.7,-7.0,1.9,-2.8,15.4,-1.3,-3.8,6.7,-8.1
CCOc1ncccc1C(=O)OCC(=O)Nc1ccc(S(=O)(=O)N2CCOCC2)cc1,8.6,-5.3,-2.0,0.3,33.0,0.8,-0.2,-4.0,-0.9
O=C(COC(=O)c1cccs1)Nc1ccc(S(=O)(=O)N2CCOCC2)cc1,-10.7,-3.2,0.2,-3.2,25.8,-5.6,-2.9,5.2,-0.6
C/C(=N\OC(=O)Nc1ccc(Cl)cc1)c1ncc(C(F)(F)F)cc1N1CCOCC1,-1.3,2.8,-1.6,-0.6,-15.6,-1.4,5.8,3.5,1.4
Cc1nn(CC(=O)NCc2ccccc2)c(=O)c2ccccc12,1.0,-5.8,1.7,-2.0,18.0,-2.3,-0.2,5.7,-15.1
Cc1cc(C)cc(OCC(=O)O/N=C(\N)Cc2ccc([N+](=O)[O-])cc2)c1,46.5,9.1,.,-1.4,13.0,0.0,0.9,0.2,-14.8
CCOc1ccc(NC(=O)CSc2nnc(C)n2CC2CCCO2)cc1 (stereo not drawn),5.9,-1.3,4.5,-3.5,4.8,-4.6,-3.6,-5.9,-10.7
O=C(CCc1ccccc1)NNC(=O)COc1ccccc1Cl,36.2,5.4,1.9,-4.7,8.9,-2.7,2.2,11.9,-3.9
CC(=O)Nc1ccc(-n2c(=O)c3ccccc3c3ccccc3c2=O)cc1,40.4,-6.3,8.7,-2.6,2.5,-4.2,1.4,-3.1,-0.2
CC1CCN(c2c(NCC3CCC(C(=O)NCCCc4ccccc4)CC3)c(=O)c2=O)CC1 (stereo not drawn),22.5,-12.9,.,-2.4,.,-1.9,-8.5,6.1,-3.1
O=C(CN1CCS(=O)(=O)CC1)N/N=C/c1cccc(C(F)(F)F)c1,28.7,-7.8,6.4,-1.8,16.7,-2.3,-0.9,-5.3,-1.8
O=[N+]([O-])c1ccccc1S(=O)(=O)Nc1ccc(S(=O)(=O)N2CCOCC2)cc1,10.3,-0.6,4.7,-2.2,6.0,-0.6,-0.3,-1.5,-0.7
CN(C)c1ccc(/C=C2\SC(=O)N(CC(O)Cn3c4ccccc4c4ccccc43)C2=O)cc1 (stereo not drawn),-4.4,-7.3,-4.8,-4.5,6.2,-4.7,4.4,5.2,-14.3
Cc1ccc(OCCn2cc(C(=O)O)c3ccccc32)cc1,-17.9,-13.6,1.4,0.5,7.5,2.3,5.6,-2.3,-1.1
O=C(Cn1c(CCCO)nc2ccccc21)Nc1ccccc1-c1ccccc1,21.7,1.4,1.9,0.5,13.7,-0.5,-2.6,-2.2,-5.8
CCN(CC)Cc1cc(C(=O)O)c(C)o1,28.4,-6.0,-8.0,-2.6,-7.1,-3.6,3.2,-1.9,-9.2
Cc1ccccc1OCC(=O)Nc1cccc(Cl)c1C,45.3,2.1,-0.5,3.0,16.4,0.7,-1.9,5.2,4.4
CC(C)Cn1nc(NC(=O)c2cccs2)c2cc3ccccc3nc21,-5.4,-11.3,6.9,0.5,18.9,-0.3,2.1,-14.6,-17.9
O=C(CSc1ccc(-c2cccnc2)nn1)Nc1ccc(Br)cc1,14.2,11.7,-1.7,0.7,6.1,-0.1,8.9,-1.2,-25.7
CC1=C(C(=O)OC2CCCCCCC2)C(c2ccc(O)cc2)NC(=O)N1 (stereo not drawn),-3.3,-0.6,-12.6,-1.9,2.8,-2.9,1.0,-3.8,-16.5
O=C(CN(Cc1ccco1)C(=O)CNS(=O)(=O)c1ccc(Cl)cc1)NC1CCCCC1,3.7,-0.1,0.1,-3.2,8.0,-3.5,-1.2,-8.1,0.5
COc1cc(/C=C(\C#N)C(=O)Nc2cc(C(F)(F)F)ccc2Cl)ccc1OCC(=O)Nc1cccc(C(F)(F)F)c1,-6.6,-7.2,5.4,-2.8,37.1,-5.3,0.9,7.8,0.1
COc1ccc(C2C(C(N)=O)=C(C)Nc3ncnn32)cc1 (stereo not drawn),-8.1,-0.4,-4.3,-1.4,2.6,-6.4,2.0,-0.5,-3.2
O=C(Nc1nccs1)c1cc(Cl)nc2ccccc12,-1.3,-10.2,0.6,-0.8,16.9,-0.1,2.5,-6.3,2.5
COc1ccc2[nH]c3c(=O)n(Cc4ccc(C(=O)N5CCCCCC5)cc4)c(=S)[nH]c3c2c1,-95.4,-9.5,0.1,-4.2,-7.8,-2.6,4.3,9.3,-4.9
CC(C)CN1C(=O)/C(=C/c2c(N3CCc4ccccc4C3)nc3ccccn3c2=O)SC1=S,45.9,-6.2,.,-1.9,2.0,-1.8,.,3.9,-442.7
COC(=O)c1c(C(C)=O)cnc2ccc(Br)cc12,13.5,6.1,6.7,-1.4,-9.1,-3.7,2.9,2.5,-10.7
COc1cc(CNc2ccc3[nH]c(=O)[nH]c3c2)ccc1OCc1cccc(C)c1,29.9,-4.0,2.8,-4.0,9.3,-2.0,1.2,-16.8,-10.6
COc1ccc(N2CCN(c3oc(Cc4ccccc4)nc3C#N)CC2)cc1,-13.1,-4.6,-0.2,0.1,8.4,-1.2,6.1,-1.7,-9.6
COc1ccc(S(=O)(=O)N2CCOC2CNC(=O)C(=O)NCCN(C)C)cc1 (stereo not drawn),25.0,-12.5,3.2,1.5,26.3,-0.3,-2.7,-18.5,-20.3
COc1ccc(CNC(=O)CCNC(=O)N2CCn3c2nc2ccccc23)cc1,31.9,-14.3,6.0,-0.3,7.2,-1.8,-2.1,-11.4,-15.7
CNC(=S)N(Cc1ccc(OC)cc1)Cc1cc2ccc(C)cc2[nH]c1=O,24.1,-5.0,8.5,-1.9,3.7,1.3,0.9,-3.6,-21.5
COc1cccc(-n2cc(CNCc3cn(C)nc3-c3ccccc3F)cn2)c1,52.5,-4.3,-4.0,1.3,12.3,-0.8,2.3,-9.8,3.2
CCOC(=O)c1sc2c(c1C)c(=O)n(Cc1ccccc1)c(=O)n2CCN(C)C,20.3,10.4,4.1,1.5,-3.8,-0.3,0.7,-7.7,6.3
COc1ccc(C(O)P(=O)(OCCC(C)C)c2ccc(N(C)C)cc2)cc1OC (stereo not drawn),3.2,-6.8,5.2,-2.7,1.3,-2.8,-3.1,-1.4,1.7
O=C(NC1CCCCC1)c1sc(=S)n2c1[nH]c(=O)c1ccccc12,75.6*,-4.5,-2.1,-0.2,-3.4,-2.2,4.7,7.6,-11.0
O=C(N/N=C/c1cc(Cl)ccc1O)c1cccnc1,46.0,-3.9,-0.7,-2.3,5.9,0.6,2.1,13.8,11.5
Cc1ccc(C)c(N(CC(=O)NCCC2=CCCCC2)S(C)(=O)=O)c1,10.8,14.3,3.5,-0.9,-1.0,0.4,-2.4,4.4,-0.1
O=C(Nc1ccc(Cl)c(Cl)c1)OCCNC(=O)c1cccc(Cl)c1,2.1,4.7,1.1,-0.7,5.3,-3.3,2.2,3.7,-3.9
CCc1cc(OCCN2C(=O)NC(C)(C)C2=O)ccc1Cl,4.6,-3.7,-0.1,-0.9,-3.3,-1.9,6.7,7.3,-11.7
NC(=O)C1=C[C@@H](c2ccc(Br)cc2)C[C@@H](OCc2ccc(CO)cc2)O1,26.2,-13.4,-3.0,-2.6,-2.1,-3.1,-0.4,1.1,-8.5
COCCCNC(=S)NNC(=O)c1ccccc1Br,27.4,-11.0,-2.8,-4.0,-10.7,-4.1,5.2,10.0,-7.1
CCOc1ccccc1NC(=O)c1oc2ccccc2c1NC(=O)C1CC1,27.0,0.9,4.9,-0.5,18.7,-1.3,4.2,5.6,-8.2
Cc1cc(=O)n(Cc2ccccc2)c(O)c1C#N,8.5,21.5,0.3,3.4,30.2,1.4,-1.0,3.4,2.6
O=C(CSc1nnc(-c2cccnc2)n1Cc1ccco1)c1ccccc1,-45.7,-7.7,-12.7,0.5,17.0,-6.7,2.5,-2.5,-44.0
CCOC(=O)C1CCCN(C(=O)CS(=O)(=O)Cc2ccccc2)C1 (stereo not drawn),-7.0,-13.5,-1.3,0.0,-15.2,-4.3,5.2,-2.8,-10.7
CC(=O)c1sc(NC(=O)c2ccccc2C)nc1C,28.3,-10.0,-4.2,-0.7,0.3,-1.6,3.4,4.1,-9.8
CC(C)(Oc1ccc(Cl)cc1)C(=O)NCc1ccc(S(N)(=O)=O)cc1,27.7,-0.4,5.8,-1.2,-0.2,-2.2,4.6,-14.0,-15.7
COCCCNC(=S)N1CCC(C(=O)c2ccc(Cl)cc2)CC1,.,-9.5,4.2,-2.4,-31.4,-2.1,1.8,12.2,14.4

# Source: PubChem
